PI5P4Ka inh: inhibitors of human PI5P4K alpha; PI5P4Kalpha enzyme, ADP-Glo luminescence, 60 min; active compounds read low; max response, %; P48426; 330,000 tested, 1.2% active; AID 652105; active = max response of -50% or lower; inconclusive = between -30% and -50%; inactive = -30% or higher; note: value at the top dose of about 77 µM; % is set by controls: 0 for no effect and ±100 for the full control effect
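PI5P4Kalpha ADP-Glo assay; 5 microM ATP final; 60 min RT reaction; HEPES pH 7.4/EGTA/CHAPS, 5% DMSO; controls lacking substrate or enzyme; luminescent end-point.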
GLP-1R agonist: GLP-1 receptor (human) agonism; HEK293 GLP-1R CRE-luciferase, luminescence, 4-6 h; cells express a hypersensitive GLP-1R form; Potency, µM (series often up to 45.6 µM), without a hit: at the top dose activation, actives largely listed as activators; 380,000 tested, 0.007% active; AID 624172; note: potency is the fitted concentration of half-maximal effect; % of control where 0% means no effect
Target sequence (P43220 whole entry, looked up): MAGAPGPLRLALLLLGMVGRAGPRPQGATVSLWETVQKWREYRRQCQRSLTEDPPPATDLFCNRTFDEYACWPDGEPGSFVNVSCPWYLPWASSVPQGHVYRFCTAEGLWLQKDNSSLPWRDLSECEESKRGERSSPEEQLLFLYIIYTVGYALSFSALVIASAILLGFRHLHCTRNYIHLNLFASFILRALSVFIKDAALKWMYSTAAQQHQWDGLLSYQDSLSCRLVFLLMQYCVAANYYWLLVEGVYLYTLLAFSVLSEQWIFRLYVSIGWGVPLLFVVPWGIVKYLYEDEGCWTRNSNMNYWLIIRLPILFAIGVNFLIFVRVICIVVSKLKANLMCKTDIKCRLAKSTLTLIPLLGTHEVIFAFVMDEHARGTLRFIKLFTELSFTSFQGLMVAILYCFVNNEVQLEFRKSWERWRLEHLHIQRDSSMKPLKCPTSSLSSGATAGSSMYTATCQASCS
HEK293 tox: cytotoxicity counter-screen for GLP-1 receptor inverse agonists. HEK293 cAMP-luciferase reporter cells, luminescence, 24 h. Potency, µM (top dose mostly 38.3 µM), for inactives: top-dose activity change, negative = inhibition, most hits filed as inhibitors. 410,000 tested, 0.13% active;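 note: loss of luciferase light is scored as toxicity; potency is the fitted concentration of half-maximal effect; % is set by controls: 0 for no effect and ±100 for the full control effect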
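Quantitative HTS format, 1536 wells, 200 cells/uL seeded. Compounds: 23 nL, 24 h, 37 °C. Detection: luciferase reagent, luminescence at 12 min RT; decreased signal taken as cytotoxic.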
EPAC1 agonist: EPAC1 (human) agonism | EPAC1 agonist qHTS, biochemical assay; response scale: 100% = response to 6.5 mM cAMP | Potency, µM (top dose mostly 154 µM), inactives show at the top dose activation, most hits filed as activators | 360,000 tested, 0.073% active | AID 720707; note: potency is the fitted concentration of half-maximal effect; nearly all actives have a fitted effect of over 60% in size
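Fluorescent GDP-exchange assay: 100 nM EPAC1 with 250 nM Rap1B preloaded with BODIPY-GDP and 50 uM GDP; compounds tested as concentration series, 5 min at room temperature, then read every 5 min for 30 min (ex 480/em 540 nm); normalized to 6.5 mM cAMP.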
PTHR1 ag: activates the human parathyroid hormone receptor PTHR1; AID 743266; Q03431; Potency, µM (titrated, usually from 115 µM), for the others: top-dose activation, usual class: activators; HEK293 GP2 PTHR1 cells, GloSensor cAMP luminescence, 1 h; 410,000 tested, 0.075% active; note: potency is the fitted concentration of half-maximal effect; nearly all actives have a fitted effect of over 55% in size; some results filed as inactive show a strong effect at the top dose; inactives centre near -15; many of its hits are not listed in these tables
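HEK-293-derived GP2 cells expressing PTHR1 and a GloSensor cAMP reporter, 3,000/well, plated overnight, given luciferin plus IBMX (each 0.5 mM as added) for 1 h at 37 °C, then compound for 1 h at 37 °C. Luminescence was read after 15 min at room temperature.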
EPAC1 antag: EPAC1 (human) antagonism; O95398; EPAC1 GEF assay, Rap1b-BODIPY-GDP exchange fluorescence; Potency, µM (doses to about 115 µM), inactives show top-dose activity change, negative = inhibition, most hits filed as inhibitors; 360,000 tested, 0.14% active; AID 720709;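 note: potency is the fitted concentration of half-maximal effect; plate controls were vehicle for no effect and positive control for full effect; nearly all actives have a fitted effect of over 50% in size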
IL-2 act: IL-2 activation. IL-2 activation reporter assay, cell-based qHTS; stimulated with anti-CD3/CD4/CD28 beads; in transgenic mouse T cells. activation, % (series mostly up to about 46 µM). 360,000 tested, 0.065% active; in the data active = activation above about 50%; inconclusive = mostly about 30% to 49%; note: 0% is about no effect
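Unstimulated transgenic mouse T cells, 750 per well, received compound and, after 60 minutes, anti-CD3/anti-CD4 bead plus anti-CD28 stimulation. EGFP and DsRed were quantified after 18 hours.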
PLK1 PBD inh: PLK1 (human) polo-box domain binding inhibition | Potency, µM, without a hit: max response, negative = inhibition, hits mostly inhibitors | Plk1 PBD binding of FITC phosphopeptide, fluorescence polarization | 360,000 tested, 2.8% active; note: potency is the fitted concentration of half-maximal effect; series mostly up to about 57 µM; % is set by controls: 0 for no effect and ±100 for the full control effect; nearly all actives have a fitted effect of over 65% in size
Target sequence (P53350 whole entry, looked up, the tested form may be a part): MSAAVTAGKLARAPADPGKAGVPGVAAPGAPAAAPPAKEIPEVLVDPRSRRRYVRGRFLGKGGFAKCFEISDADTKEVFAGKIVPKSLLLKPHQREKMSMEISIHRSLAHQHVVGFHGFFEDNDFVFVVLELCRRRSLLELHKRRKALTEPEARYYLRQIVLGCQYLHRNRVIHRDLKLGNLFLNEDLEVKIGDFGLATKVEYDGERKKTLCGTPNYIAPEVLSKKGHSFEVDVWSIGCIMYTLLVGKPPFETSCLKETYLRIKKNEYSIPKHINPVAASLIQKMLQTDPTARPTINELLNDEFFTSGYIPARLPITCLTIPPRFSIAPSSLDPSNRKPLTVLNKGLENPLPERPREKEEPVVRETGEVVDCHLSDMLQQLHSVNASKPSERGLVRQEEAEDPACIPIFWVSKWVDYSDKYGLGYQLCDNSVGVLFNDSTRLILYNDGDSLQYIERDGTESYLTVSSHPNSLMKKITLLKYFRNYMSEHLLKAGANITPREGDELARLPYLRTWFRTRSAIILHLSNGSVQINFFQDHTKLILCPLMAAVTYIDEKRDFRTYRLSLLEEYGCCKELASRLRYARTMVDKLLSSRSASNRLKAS
GLP-1R inv ag: inverse agonists of human GLP-1 receptor. Potency, µM (series often up to 38.3 µM), for the others: top-dose activity change, negative = inhibition, actives largely listed as inhibitors. HEK293 GLP-1R CRE-luciferase, luminescence, 24 h; GLP-1R form is constitutively active. 410,000 tested, 1.6% active. P43220; note: potency is the fitted concentration of half-maximal effect; % is set by controls: 0 for no effect and ±100 for the full control effect; nearly all actives have a fitted effect of over 55% in size
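Using stably transfected HEK293 (constitutively active GLP-1R, cAMP-luciferase reporter), compounds were incubated 24 hr and luciferase measured by luminescence.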
Numbers without * were called inactive; i = inactive; ? = inconclusive; · = not tested or not shown; [ ] = dose if it differs, or a comment. Unless noted, calls come from the whole dose curve; as a rule, active = well fitted curve in the direction sought with a large enough effect; inconclusive = small, poorly fitted or top-dose-only effect, or another doubt; inactive = no such curve, though single readings can be large; an effect the other way counts as inactive or inconclusive.

Values run as follows: PI5P4Ka inh | HEK293 tox | PTHR1 ag | IL-2 act | PLK1 PBD inh | GLP-1R agonist | EPAC1 antag | GLP-1R inv ag | EPAC1 agonist
> O=[N+]([O-])c1ccc(N2CCCCC2)c(-c2nn[nH]n2)c1
→ -8 | 5% | i | -1.7 | -1% | 3% | -12% | 10% | 10%
> CCOC(=O)c1c(NC(=O)Cc2ccccc2)sc2c1CCN(C)C2
→ 8 | -3% | -28% | -1.5 | 1% | 4% | 6% | -10% | -5%
> COc1ccc(OC)c(CCNC(=O)CCc2cn(C)c3ccccc23)c1
→ 1 | -2% | i | -0.7 | -7% | 11% | -16% | ? | 9%
> Cc1cccc(NC(=S)N=Nc2c(O)[nH]c3ccccc23)c1
→ -20 | 10µM* | -24% | 0.4 | -7% | -1% | -10% | 10µM* | 14%
> O=C(CN1C(=O)NC2(CCCCCC2)C1=O)N1CCC(Cc2ccccc2)CC1
→ 10 | -16% | -16% | 0.4 | 0% | 4% | 4% | ? | -4%
> CC(=O)c1oc2ccccc2c1NC(=O)COC(=O)c1ccc(-n2nc(C)cc2C)cc1
→ ? | -14% | -5%[57.5 µM] | 0.4 | -10% | -3% | 7% | -11% | 5%
> O=C1N(S(=O)(=O)c2ccccc2F)C(=O)C2(CCCC2)N1S(=O)(=O)c1ccccc1F
→ 6 | -5% | i | 1.5 | -7% | -7% | 2% | -3% | 0%
> Clc1ccc(CNc2ccccc2NCc2ccc(Cl)nc2)cn1
→ 0 | -5%[0.307 µM] | i | -0.2 | -16% | -4% | 34%[activator] | -14%[0.307 µM] | -4%
> CCC(C(=O)N1CCN(S(=O)(=O)c2ccc(F)cc2)CC1)c1ccccc1 (stereo not drawn)
→ 17 | -13% | -21% | 0.3 | -9% | -1% | -3% | -28% | -1%
> CC1=NN(c2nc3ccccc3s2)C(O)(C(F)(F)F)C1 (stereo not drawn)
→ -2 | -20% | -17% | 1.1 | 1% | -7% | -1% | ? | 0%
> O=[N+]([O-])c1cccc(S(=O)(=O)N2CCCCC2)c1
→ 3 | -2% | i | -1.8 | 4% | 0% | -3% | -9% | -9%
> CCCCN(C)CC(O)Cn1cc(/C=C/C(=O)c2ccc(OC)c(OC)c2)c2ccccc21 (stereo not drawn)
→ · | 60%[activator] | -21% | · | · | -2% | · | -19% | ·
> N#Cc1cccc(CN2CCC(=O)N(CCO)CC2)c1
→ 2 | 1% | -2% | 0.1 | -7% | 5% | 0% | 6% | 12%
> Cc1ccc(Nc2c(-c3ccc(N(C)C)cc3)nc3ncccn23)cc1
→ 2 | 0% | i | 3.2 | 6% | 7% | 2% | 9% | -3%
> CC(C)N(C(=O)COC(=O)[C@H](C)NC(=O)c1ccco1)c1ccccc1
→ 2 | -7% | 0% | 1.3 | -11% | 18% | -9% | 2% | 5%
> CC(C)C[C@H]1COCCS(=O)(=O)N1Cc1cccc(C(F)(F)F)c1
→ 10 | -26% | -5% | -1.0 | -4% | 4% | -23% | 1% | -32%[inhibitor]
> CCCNC(=O)NNC(=O)c1cc(-c2ccc3c(c2)OCO3)nc2ccccc12
→ -1 | 8% | -3% | -0.7 | -13% | -2% | -4% | -21% | -12%
> CCN(CC)CCN1C(=O)C(O)=C(C(=O)c2ccco2)C1c1ccccn1 (stereo not drawn)
→ 0 | 15% | i | 0.1 | -24% | 1% | -2% | 21% | 0%
> CN(CC(=O)Nc1ccccc1Cl)C(=O)COC(=O)/C=C/c1ccc(C(F)(F)F)cc1
→ 0 | 2% | -27% | -0.3 | -1% | 6% | -12% | -19% | -14%
> Cc1ccc(CN2CCN(CC3CC4C=CC3C4)CC2)cc1 (stereo not drawn)
→ 0 | -25% | i | 0.2 | -3% | -4% | -3% | -29% | 0%
> CCOC(=O)C(C)Oc1ccccc1C1NC(=O)NC(C)=C1C(=O)Nc1ccc(C)c(C)c1 (stereo not drawn)
→ · | -1% | i | 0.9 | 0% | 15% | 0% | -5% | 1%
> Cc1cc(C(=O)N2CCN(Cc3ccccc3)CC2)ccc1[N+](=O)[O-]
→ 0 | -1% | -47%[inhibitor] | 0.0 | 3% | -1% | -3% | 12% | 0%
> CC(C)N1CCC1(C)C(=O)Nc1cc(-c2ccccc2)nn1C (stereo not drawn)
→ 10 | 1% | -20% | -0.3 | -2% | 6% | -6% | -26% | -16%
> CCN(CC)C(=O)/C=C/c1ccccc1
→ 1 | 1% | -5% | 0.4 | -10% | -1% | -12% | 2% | -18%
> O=C(Nc1cccc2ccccc12)NC(Cc1ccccc1)C(=O)O (stereo not drawn)
→ 6 | 15% | 4% | -1.8 | -13% | 3% | 3% | -8% | 1%
> O=c1ccc(-c2ccccc2)nn1Cc1ccc(Cl)cc1
→ 2 | 5% | -35% | 2.8 | -3% | 11% | -6% | 8% | 5%
> S=c1[nH]nc(-c2cccc(Cl)c2)n1Cc1ccccc1
→ -6 | -11% | i | -2.0 | -10% | 1% | -1% | 4% | -2%
> CC(C)C[C@H](NC(=O)[C@H]1N2C(=O)c3ccccc3C2SC1(C)C)C(=O)N[C@@H](Cc1ccccc1)C(=O)O (stereo partly drawn)
→ -3 | -10% | -2% | 0.8 | 0% | -1% | 27% | -8% | -12%
> Cc1ccc(NC(=O)N2CCOCC2)c(C)c1
→ 4 | -28% | i | -3.4 | 2% | -12% | 8% | 5% | -1%
> O=C(NC1CCN(Cc2ccccc2)CC1)c1ccccc1NS(=O)(=O)c1ccc(F)cc1
→ 2 | 22% | i | 0.9 | -6% | 3% | -5% | -16% | 6%
> CCOc1cccc(-c2nnc(SCC(=O)Nc3cc(C)ccc3OC)n2N)c1
→ 0 | 0% | i | -2.9 | 0% | 6% | 2% | 0% | 9%
> S=c1[nH]nc(-c2ccc(Cl)cc2)n1/N=C/c1cccs1
→ 0 | 3% | -8% | -2.0 | -19% | 8% | -13% | 17% | 4%
> CCC1(c2ccc(F)cc2)NC(=O)N(CC(=O)Nc2ccccc2C)C1=O (stereo not drawn)
→ -7 | -4% | -14% | -1.0 | ? | 1% | -1% | -3% | -4%
> Cc1cc(C)cc(NC(=O)c2ccc(Cn3nc(C)c(Cl)c3C)o2)c1
→ -2 | -16% | -21% | -1.8 | -3% | -2% | -1% | ? | 15%
> CC(=O)n1nc(-c2ccco2)nc1SCc1ccccc1
→ -16 | 3% | -26% | -1.3 | ? | -3% | -19% | 19% | 2%
> Cc1ccc(Cl)cc1NC(=O)c1ccc2snnc2c1
→ · | -16% | i | · | · | -7% | · | -26% | ·
> CCn1ncc(C2=NOC(C(=O)N3CCC(C(N)=O)CC3)C2)c1C (stereo not drawn)
→ · | 3% | -24% | 2.1 | 1% | -12% | 0% | 48%[activator] | 16%
> COc1cc2cnc(-c3ccsc3)cc2cc1OC
→ -1 | -2% | -24% | 0.0 | -3% | ? | 0% | 55%[activator] | -19%
> O=C(Nc1cccnc1)c1ccc(Cl)c(S(=O)(=O)N2CCCC2)c1
→ 0 | -5% | -24% | -0.7 | -6% | 2% | 12% | 8% | 1%
> Cc1ccc(Cc2c(-c3ccc(Cl)cc3)nc3c(Cl)cc(C(F)(F)F)cn23)cc1
→ 2 | -3% | i | 2.2 | 1% | -6% | -21% | 2% | 1%
> CC(C)C(NC(=O)C1CCCCC1)C(=O)Nc1ccncc1 (stereo not drawn)
→ 3 | -2% | i | 1.7 | -18% | 0% | -2% | 0% | 2%
> CCc1nnc2c3cnn(-c4ccccc4)c3ncn12
→ -1 | 1% | i | 0.0 | -3% | -2% | 7% | 41%[activator] | -5%
> CN1C[C@H]2CON(C)[C@H]2C[C@H]1c1cccc(N2CCOCC2)c1
→ 2 | 0% | -4% | -0.1 | -7% | -5% | -13% | 0% | -15%
> Cc1ccc(-c2nnc(SCC(=O)N3CCOCC3)nc2-c2ccc(C)cc2)cc1
→ -8 | 3% | -40%[inhibitor][57.5 µM] | -0.6 | -22% | 15% | -8% | ? | 0%
> Cc1c(S(=O)(=O)N2CC(C)CC(C)C2)c(=O)n(C)c(=O)n1C (stereo not drawn)
→ 7 | 0% | -8% | 4.4 | -3% | -3% | 11% | 6% | 5%
> CCc1nc2c(OCC(=O)C(C)(C)C)cccn2c1N(C)C(=O)C(C)C
→ 1 | 3% | 23% | 0.1 | -21% | -6% | -10% | -16% | -11%
> CC(C)(C)OC(=O)NCCCC[C@@H](C(=O)NCCCCCCCCCCC(=O)N1CCN(C(=O)OC(C)(C)C)CC1)n1cc(CCCC(=O)O)nn1
→ 0 | -17% | i | 0.8 | 8% | -5% | 8% | 19% | -25%
> O=C(COC(=O)Cc1ccsc1)NCc1ccccc1
→ 6 | -6% | i | -1.6 | 3% | 2% | 3% | 7% | 10%
> COc1ccccc1NC(=S)N1CCCCCC1
→ -3 | -3% | i | -3.7 | -5% | 1% | 14% | -2% | -9%

Record cards, from the list above. Values in the order: PI5P4Ka inh	HEK293 tox	PTHR1 ag	IL-2 act	PLK1 PBD inh	GLP-1R agonist	EPAC1 antag	GLP-1R inv ag	EPAC1 agonist
COc1ccccc1NC(=S)N1CCCCCC1 as listed: -3	-3%	i	-3.7	-5%	1%	14%	-2%	-9%
CN1C[C@H]2CON(C)[C@H]2C[C@H]1c1cccc(N2CCOCC2)c1 as listed: 2	0%	-4%	-0.1	-7%	-5%	-13%	0%	-15%
CC(C)(C)OC(=O)NCCCC[C@@H](C(=O)NCCCCCCCCCCC(=O)N1CCN(C(=O)OC(C)(C)C)CC1)n1cc(CCCC(=O)O)nn1 as listed: 0	-17%	i	0.8	8%	-5%	8%	19%	-25%

A draw from above in order of formula weight, smallest number first.
Values run as follows: PI5P4Ka inh | HEK293 tox | PTHR1 ag | IL-2 act | PLK1 PBD inh | GLP-1R agonist | EPAC1 antag | GLP-1R inv ag | EPAC1 agonist
> O=[N+]([O-])c1ccc(N2CCCCC2)c(-c2nn[nH]n2)c1
→ -8 | 5% | i | -1.7 | -1% | 3% | -12% | 10% | 10%
> Cc1c(S(=O)(=O)N2CC(C)CC(C)C2)c(=O)n(C)c(=O)n1C (stereo not drawn)
→ 7 | 0% | -8% | 4.4 | -3% | -3% | 11% | 6% | 5%
> O=C1N(S(=O)(=O)c2ccccc2F)C(=O)C2(CCCC2)N1S(=O)(=O)c1ccccc1F
→ 6 | -5% | i | 1.5 | -7% | -7% | 2% | -3% | 0%

Some of the compounds tested; count on the stated rates, not on these rows.
